# Bioassay records: PubChem BioAssay, The Scripps Research Institute Molecular Screening Center
# TAAR1 agonist = agonists of human TAAR1 | Q96RJ0 | CHO RD-HGA16 TAAR1, Fluo-8 calcium fluorescence; vehicle wells 0%, saturating PEA agonist 100% | activation, % at 3 µM | hit rate 0.99% among 360,000 | AID 624467;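 active = activation above the mean activation of all test compounds in the run plus 3 SD, cut at about 38% in these data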
#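 Repeats: no replicates (n 1) | Material: CHO-derived RD-HGA16 cells with stable Gα16 and human TAAR1 | Technique: Kinetic Fluo-8 calcium fluorescence | Schedule: 17-24 h seeding, 75 min 37 °C dye, 30 min RT | Evaluation: % activation from peak over basal fluorescence ratio, DMSO-to-PEA scaled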
# M1 ag = human M1 muscarinic receptor agonism | P11229 | activation, % at 3 µM | CHO-K1 hM1, Fluo-8 calcium fluorescence, agonist mode; 0% DMSO, 100% acetylcholine EC100 | hit rate 0.33% among 360,000;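 active = activation above the run's mean compound activation plus 3 SD, cut at about 16% in these data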;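 note: peak over basal fluorescence ratio within a 140 s kinetic read after compound addition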
# Target sequence (P11229 whole entry, looked up): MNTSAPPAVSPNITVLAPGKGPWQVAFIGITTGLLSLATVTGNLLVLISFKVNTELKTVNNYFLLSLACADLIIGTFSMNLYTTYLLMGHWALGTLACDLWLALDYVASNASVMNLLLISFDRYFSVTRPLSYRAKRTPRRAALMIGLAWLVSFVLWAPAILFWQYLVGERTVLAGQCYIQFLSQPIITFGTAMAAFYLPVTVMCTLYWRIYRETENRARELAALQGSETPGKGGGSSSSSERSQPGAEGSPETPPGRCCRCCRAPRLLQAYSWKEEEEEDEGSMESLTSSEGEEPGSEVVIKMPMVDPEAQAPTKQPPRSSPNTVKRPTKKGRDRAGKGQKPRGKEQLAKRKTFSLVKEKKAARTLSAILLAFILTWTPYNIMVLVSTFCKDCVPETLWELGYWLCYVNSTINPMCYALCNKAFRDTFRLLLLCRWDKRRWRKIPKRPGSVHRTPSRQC
# M1 antag = antagonists of human M1 muscarinic receptor; CHO-K1 hM1, Fluo-8 calcium fluorescence, ACh EC80 antagonist; inhibition, % at 3 µM; hit rate 1.3% among 360,000;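 active = percent inhibition above its own plate's cutoff, namely the mean of that plate's compound wells plus 3 SD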;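 note: peak over basal fluorescence ratio during 140 s after agonist addition; 0% = ACh EC80 plus DMSO and 100% = DMSO alone without agonist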
# M5 PAM = potentiates acetylcholine response at human M5 receptor; P08912; activation, % at 3 µM; hit rate 0.3% among 360,000; CHO-K1 hM5, Fluo-8 calcium, ACh EC20 PAM; 0% = ACh EC20, 100% = ACh EC100; AID 624038;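 active = activation above the run cutoff, the mean activation of all test compounds plus 3 SD, cut at about 18% in these data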
# Target sequence (P08912 whole entry, looked up): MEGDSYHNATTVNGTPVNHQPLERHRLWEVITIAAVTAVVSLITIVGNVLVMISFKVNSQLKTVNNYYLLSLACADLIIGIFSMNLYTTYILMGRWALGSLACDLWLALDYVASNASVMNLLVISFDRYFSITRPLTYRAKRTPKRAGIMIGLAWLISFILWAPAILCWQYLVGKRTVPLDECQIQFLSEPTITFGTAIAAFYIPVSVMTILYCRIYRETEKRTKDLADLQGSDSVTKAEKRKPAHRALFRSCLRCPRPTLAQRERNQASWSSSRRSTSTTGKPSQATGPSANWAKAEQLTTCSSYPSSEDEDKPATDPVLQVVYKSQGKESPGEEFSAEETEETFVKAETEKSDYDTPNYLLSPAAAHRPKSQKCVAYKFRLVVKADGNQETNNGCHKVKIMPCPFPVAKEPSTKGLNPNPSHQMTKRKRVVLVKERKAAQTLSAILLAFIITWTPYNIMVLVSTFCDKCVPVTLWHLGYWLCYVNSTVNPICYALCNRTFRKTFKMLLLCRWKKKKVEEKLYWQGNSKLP
#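 System – CHO-K1 hM5 cells · Compound – 3 µM, single dose · Incubation – compound preincubation 140 s before EC20 acetylcholine addition · Technique – Fluo-8 calcium fluorescence · Measure – Max/basal fluorescence ratio as % of EC20–EC100 ACh window · Benchmarks – low control EC20 acetylcholine (0%), high control EC100 acetylcholine (100%) · Replication – singlicate, one well per test compound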
# M4 ag = CHRM4 agonism in calcium assay. P08173. CHO-K1 hM4/Gqi5, Fluo-8 calcium fluorescence; vehicle 0%, full acetylcholine response 100%. activation, % at 3 µM. hit rate 0.14% among 360,000. AID 624127;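 active = activation above the run mean over all test wells plus 3 SD, cut at about 32% in these data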;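 note: peak over basal fluorescence ratio per well then scaled between controls; 0% = DMSO wells and 100% = acetylcholine at EC100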
# M5 antag = blocks acetylcholine activation of human M5 receptor; inhibition, % at 3 µM; P08912; hit rate 0.59% among 360,000; CHO-hM5 cells, Fluo-8 calcium fluorescence, ACh EC80; AID 624040;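 active = inhibition above a per-plate cutoff, the mean of that plate's test compounds plus 3 SD, cut at about 27% in these data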;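 note: 0% = acetylcholine EC80 with DMSO and 100% = DMSO without agonist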
# M4 antag = antagonists of human muscarinic M4 receptor (CHRM4). hit rate 0.73% among 360,000. CHO-hM4 cells, ACh EC80, Fluo-8 calcium fluorescence. P08173. inhibition, % at 3 µM;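 active = inhibition above its plate's cutoff, the mean inhibition of sample wells plus 3 SD, cut at about 27% in these data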;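 note: 0% = acetylcholine EC80 with DMSO and 100% = DMSO without agonist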
# CHRM1 PAM = positive allosteric modulators of human M1 muscarinic receptor; CHO-K1 hM1, Fluo-8 calcium fluorescence, ACh EC20; 0% = ACh EC20, 100% = maximal ACh; hit rate 0.088% among 360,000; activation, % at 3 µM; P11229; AID 588819; in the data active = activation above about 19%, passing the limit was not always enough
# M5 ag = agonists of human muscarinic M5 receptor (CHRM5); CHO-K1 hM5 cells, Fluo-8 calcium fluorescence; 0% DMSO wells, 100% maximal acetylcholine response; AID 624037; hit rate 0.19% among 360,000; P08912; activation, % at 3 µM;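 active = activation above the run's mean over test compounds plus 3 SD, cut at about 23% in these data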;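 note: signal is peak over basal fluorescence ratio across the kinetic read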
# Active calls of the source: *; · = no result given. This is a subset; rates above refer to the full screens.
SMILES,TAAR1 agonist,M1 ag,M1 antag,M5 PAM,M4 ag,M5 antag,M4 antag,CHRM1 PAM,M5 ag
O=C(O)CCSCC(=O)Nc1c(C(=O)C2CC2)oc2ccccc12,2,0,-27,2,0,2,-4,7,1
Cc1cc([N+](=O)[O-])nn1CCC(=O)Nc1nccs1,2,-6,-2,18*,3,-34,-8,19,5
CCCCCCc1ccc(N2C[C@H](CCCCC)[C@@H](CC(=O)NCc3ccccc3)C2=O)cc1,0,-3,-3,1,2,5,4,9,0
S=C(NCCc1cccc(Cl)c1)NC1CCCCC1,0,-3,5,-21,11,-2,-16,-9,0
COc1ccccc1C(CNC(=O)CNC(=O)c1ccccc1Cl)N1CCCC1 (stereo not drawn),2,-7,-6,-3,0,10,-14,4,-8
CCOc1ccc(S(=O)(=O)Nc2ccc(C(=O)NCc3ccncc3)cc2)cc1,17,-5,4,-1,3,1,3,7,6
CCC1CCCCN1C(=O)COc1ccc(F)cc1 (stereo not drawn),-1,-4,-1,-6,10,5,2,4,6
Cn1nnc(NC(=O)c2ccc3ccccc3c2)n1,2,-1,-11,-7,1,10,15,5,-3
COc1ccc(S(=O)(=O)NNC(=O)C23CC4CC(CC(C4)C2)C3)cc1[N+](=O)[O-],1,-4,10,3,1,5,-12,1,4
COC(c1ccccc1)c1nnc(CCC(=O)NCc2cccc(-n3cccn3)c2)o1 (stereo not drawn),-1,-6,0,-1,1,-7,0,8,1
CCOc1cc(C(=O)OC(C)C(=O)Nc2ccccc2OC)ccc1OCC(=O)N1CCOCC1 (stereo not drawn),1,-4,-1,-1,6,3,-37,2,-3
O=C(CNS(=O)(=O)c1ccc(Cl)cc1)N/N=C/c1ccco1,3,-3,-11,10,1,-14,-14,5,0
CCc1nc2ccc(C(=O)NCCc3ccccn3)cn2c1N(C)CCC(C)C,14,-7,2,-3,4,5,6,-11,-1
CC1=CC(=C(C#N)c2nc3ccccc3s2)C=C(C)N1c1ccc(F)cc1,3,-7,-7,1,1,3,-13,-1,-2
CC(Oc1ccccc1)C(=O)OCC(=O)Nc1sccc1C(N)=O (stereo not drawn),12,1,40*,-23,18,17,2,-20,11
CCCCCCCNC(=O)C1(CC2CC(c3ccc(Cl)cc3)=NO2)CCN(C(=O)c2cc(OCC)c(OCC)c(OCC)c2)CC1 (stereo not drawn),0,-5,-6,3,1,7,-12,3,0
Cc1nn(C(C)C(=O)N2CCN(c3ccccn3)CC2)c(=O)c2cc3occc3n12 (stereo not drawn),7,-4,-10,4,0,-4,6,7,-1
CCC1(c2ccccc2)NC(=O)N(CC(=O)NNC(=O)c2ccoc2C)C1=O (stereo not drawn),0,-1,-7,3,1,0,-1,4,0
Cc1ccsc1-c1n[nH]c(=S)n1CC(C)C,1,-8,-8,-4,0,2,-1,9,-4
O=C(N/N=C/c1cccc(NC(=O)c2ccc(Cl)cc2)c1)c1cccc(O)c1,4,-3,21,-13,9,15,18,-2,-3

# Taken from above for reference:
SMILES,TAAR1 agonist,M1 ag,M1 antag,M5 PAM,M4 ag,M5 antag,M4 antag,CHRM1 PAM,M5 ag
O=C(O)CCSCC(=O)Nc1c(C(=O)C2CC2)oc2ccccc12,2,0,-27,2,0,2,-4,7,1
Cc1cc([N+](=O)[O-])nn1CCC(=O)Nc1nccs1,2,-6,-2,18*,3,-34,-8,19,5
CCCCCCc1ccc(N2C[C@H](CCCCC)[C@@H](CC(=O)NCc3ccccc3)C2=O)cc1,0,-3,-3,1,2,5,4,9,0
S=C(NCCc1cccc(Cl)c1)NC1CCCCC1,0,-3,5,-21,11,-2,-16,-9,0
COc1ccccc1C(CNC(=O)CNC(=O)c1ccccc1Cl)N1CCCC1 (stereo not drawn),2,-7,-6,-3,0,10,-14,4,-8
CCOc1ccc(S(=O)(=O)Nc2ccc(C(=O)NCc3ccncc3)cc2)cc1,17,-5,4,-1,3,1,3,7,6
CCC1CCCCN1C(=O)COc1ccc(F)cc1 (stereo not drawn),-1,-4,-1,-6,10,5,2,4,6

# More structures
SMILES,TAAR1 agonist,M1 ag,M1 antag,M5 PAM,M4 ag,M5 antag,M4 antag,CHRM1 PAM,M5 ag
Cc1cc(C)n(C(=O)c2cccc([N+](=O)[O-])c2)n1,0,-3,-14,0,0,4,4,10,3
O=C(CCCC(=O)NCc1ccc(F)cc1)NCc1ccc(F)cc1,10,-4,-1,-7,2,-4,-6,4,0
Cc1ccc([C@H]2C[C@H](n3cc(C4CC4)nn3)[C@@H](O)CN2Cc2cccs2)cc1,10,4,-2,0,0,-2,-24,3,4
O=C(CCCn1c(=O)c2ccccc2n(CC(=O)NCc2ccco2)c1=O)NCc1ccco1,6,-2,-2,-4,1,-16,9,2,0
CN(C)S(=O)(=O)c1ccc(NC(=O)Cn2ccsc2=N)cc1,6,-6,0,11,0,1,-2,1,-10
CCCN(CC(=O)Nc1ccccc1C)C(=O)Cc1c(C)nc2ccccc2c1C,-3,-3,-9,5,2,-3,4,15,2
COc1ccc(NC(C)=O)cc1NC(C)C(=O)Nc1cc(C(F)(F)F)ccc1N1CCOCC1 (stereo not drawn),0,-4,-6,-1,-1,1,-1,6,0
COc1ccccc1OCCC(=O)NNC(=O)c1ccccc1F,1,-2,-15,2,1,1,-6,11,2
CCN(CC(=O)Nc1ccc2c(c1)OCCO2)CC(=O)Nc1ccc2c(c1)OCO2,1,-3,18,-12,18,13,8,-10,4
C=CCNc1nc(NCc2ccccc2)nc(OCC)n1,0,-3,-8,2,1,4,6,7,0
CCOc1ccc(CCNS(=O)(=O)c2ccc(-c3ccc(=O)[nH]n3)o2)cc1OCC,0,-4,15,-1,1,5,-2,-4,-5
Cc1ccc(C)c(OCCC(=O)Nc2ccccc2C(=O)NC2CC2)c1,3,-4,-33,-11,3,7,-11,15,-2
Cc1cc(N2CCCC(C(=O)Nc3cccc4ccccc34)C2)n2ncnc2n1 (stereo not drawn),3,-2,3,-4,4,15,1,3,2
O=C(C1=C[C@@H](C2CCCCC2)C[C@@H](OCc2ccc(CO)cc2)O1)N1CCN(Cc2ccccc2)CC1,11,-4,-10,0,6,14,-6,2,0
CCN(CC)S(=O)(=O)c1ccc(/C=C/C(=O)OCC(=O)NNC(=O)c2ccc(OC)cc2)cc1,8,-3,4,0,3,-1,2,-2,1
O=C(N/N=C/c1cccc([N+](=O)[O-])c1)C1CC(=O)N(c2ccc(Cl)cc2)C1 (stereo not drawn),-1,-4,-8,-3,-1,1,3,5,-2
COCCN(C(=O)COC(=O)/C=C/c1ccccc1Cl)c1c(N)n(Cc2ccccc2)c(=O)[nH]c1=O,2,5,-9,3,0,3,-23,17,-1
O=C(O)C1C2C=CC3(CN(C4CCCC4)C(=O)C13)O2 (stereo not drawn),1,5,-8,-4,0,7,-11,11,0
CC(=O)C1=C(C)Nc2cc(C(F)(F)F)ccc2S1,1,2,-9,-5,1,-4,-6,1,-2
O=C(OCCO)c1c(C2=CCCCC2)oc2c1C(OCCO)CCC2 (stereo not drawn),1,·,·,11,0,-13,-7,·,3

# Full records, looked up by structure. Values in the order: TAAR1 agonist | M1 ag | M1 antag | M5 PAM | M4 ag | M5 antag | M4 antag | CHRM1 PAM | M5 ag
# COc1ccccc1OCCC(=O)NNC(=O)c1ccccc1F across the screens: 1 | -2 | -15 | 2 | 1 | 1 | -6 | 11 | 2
# O=C(C1=C[C@@H](C2CCCCC2)C[C@@H](OCc2ccc(CO)cc2)O1)N1CCN(Cc2ccccc2)CC1 across the screens: 11 | -4 | -10 | 0 | 6 | 14 | -6 | 2 | 0
# O=C(CCCn1c(=O)c2ccccc2n(CC(=O)NCc2ccco2)c1=O)NCc1ccco1 across the screens: 6 | -2 | -2 | -4 | 1 | -16 | 9 | 2 | 0

# Continued:
SMILES,TAAR1 agonist,M1 ag,M1 antag,M5 PAM,M4 ag,M5 antag,M4 antag,CHRM1 PAM,M5 ag
COc1ccc(C2(C)NC(=O)N(CC(=O)c3cc(C)n(C4CC4)c3C)C2=O)cc1OC (stereo not drawn),9,-1,1,4,3,0,1,4,4
CCCCOc1ccc(NC(=O)C2OC3OC(C)(C)OC3C3OC(C)(C)OC23)cc1 (stereo not drawn),1,-5,-1,-2,0,6,8,2,-2
Cc1ccc(S(=O)(=O)NCC(c2ccco2)N2CCOCC2)cc1 (stereo not drawn),1,-6,0,1,1,-3,4,-1,2
Fc1ccc(-c2nnc3ccccn23)cc1,3,-7,-10,0,2,-13,-1,13,-2
O=C1CC(C(=O)Nc2cccc(F)c2)n2c(nc3ccccc32)N1 (stereo not drawn),1,-3,4,1,0,7,-2,0,5
O=C(/C(=N\Nc1ccc([N+](=O)[O-])cc1)Sc1nnnn1-c1ccccc1)c1ccccc1,5,1,2,-4,1,8,4,0,0
COC(=O)c1ccccc1NC(=O)CSc1nnc(CNS(=O)(=O)c2ccc(C)cc2)n1C,7,-5,-3,-1,1,-11,-7,4,-8
NC(=O)C(=O)N/N=C1\CCc2ccccc21,2,-4,-7,7,1,-4,-11,11,3
CC(Cc1cccs1)NC(=O)Nc1ccccc1 (stereo not drawn),20,-5,-4,-5,3,2,13,-5,0
CC(C)Oc1ccc(N2CC(C(=O)NC3=NCCS3)CC2=O)cc1 (stereo not drawn),5,-1,20,-2,1,21,2,-6,-2
CC(C)N(Cc1nc(COc2ccccc2)no1)Cc1nccn1C,3,-6,10,1,1,2,-4,-10,-18
COc1ccc(S(=O)(=O)N2CCOCC2)cc1NC(=O)CSc1n[nH]c(C(C)C)n1,2,-7,-2,-2,1,-5,-2,12,0
CCCS(=O)(=O)c1cnc(C2COc3ccccc3O2)nc1N (stereo not drawn),-1,-6,-7,0,3,-1,-2,5,1
Cc1ccc(C)c(NC(=O)C(=O)NCCCN2CCOCC2)c1,2,-9,-7,-2,1,-1,-6,6,-1
CCOC(=O)N1CCN(CC(=O)c2c(C)[nH]c3ccccc23)CC1,4,2,-42,4,0,3,0,5,1
CCOc1ccc(C(=O)C2CCN(C(=O)c3ccc([N+](=O)[O-])cc3)CC2)cc1,9,-4,-11,-7,11,-1,10,-5,4
